Compound activity as filed in PubChem BioAssay.
RPL19A-GFP yeast: modulators of TOR pathway RPL19A-GFP in S. cerevisiae | S. cerevisiae RPL19A-GFP strain, flow cytometry, 3 h; stronger effect = lower value | percent response vs DMSO, % at 10 µM | AID 2025 | actives 0.3% (n = 330,000);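 active means percent response vs DMSO below 50%; inconclusive means fewer than 70 events counted for the yeast strain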;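 further: median channel GFP fluorescence of the barcoded RPL19A-GFP strain; ratio of sample median GFP to plate DMSO average so 100% = DMSO; lower means less RPL19A-GFP as with rapamycin TOR inhibition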
LAP4 TOR yeast: modulators of TOR pathway LAP4-GFP in S. cerevisiae. S. cerevisiae LAP4-GFP multiplex, flow cytometry GFP, 3 h; median GFP as percent of DMSO wells. GFP response vs DMSO, % at 10 µM. actives 0.34% (n = 320,000). AID 2023;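 active means GFP response vs DMSO above a set limit, about the screen mean plus 3 SD, cut at about 150% in these data; inconclusive means under 70 cell events counted for the yeast strain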
AHR activator: human AHR activation | P35869 | AHR-responsive luciferase reporter cells, luminescence | activation, % at 5 µM | actives 2.5% (n = 320,000); in the data active means activation above about 47%;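 further: 0% = vehicle wells and 100% = reference agonist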
Target sequence (P35869 whole entry, looked up): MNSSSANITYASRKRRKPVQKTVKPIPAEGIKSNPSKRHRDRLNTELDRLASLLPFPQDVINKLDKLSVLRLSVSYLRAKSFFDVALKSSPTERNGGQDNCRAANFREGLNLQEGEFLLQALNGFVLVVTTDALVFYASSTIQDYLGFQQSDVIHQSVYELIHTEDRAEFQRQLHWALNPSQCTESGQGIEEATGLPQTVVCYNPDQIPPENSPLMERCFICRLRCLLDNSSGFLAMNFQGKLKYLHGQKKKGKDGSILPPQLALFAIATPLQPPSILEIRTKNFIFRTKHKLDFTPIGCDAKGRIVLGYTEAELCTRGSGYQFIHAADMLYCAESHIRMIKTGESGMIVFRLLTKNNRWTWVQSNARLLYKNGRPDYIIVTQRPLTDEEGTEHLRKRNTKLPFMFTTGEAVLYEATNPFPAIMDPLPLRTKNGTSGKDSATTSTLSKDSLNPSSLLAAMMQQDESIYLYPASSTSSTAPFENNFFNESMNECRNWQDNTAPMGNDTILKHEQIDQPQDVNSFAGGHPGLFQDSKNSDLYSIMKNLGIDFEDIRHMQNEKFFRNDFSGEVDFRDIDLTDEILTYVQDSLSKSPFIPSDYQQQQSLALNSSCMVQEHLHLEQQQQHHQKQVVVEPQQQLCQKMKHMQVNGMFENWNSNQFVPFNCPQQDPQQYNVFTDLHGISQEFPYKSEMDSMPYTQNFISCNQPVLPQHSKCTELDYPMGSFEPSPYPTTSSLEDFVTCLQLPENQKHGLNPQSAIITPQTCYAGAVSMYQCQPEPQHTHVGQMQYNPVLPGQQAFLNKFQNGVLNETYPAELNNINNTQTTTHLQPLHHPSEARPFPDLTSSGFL
Efflux pump inh: antifungal efflux pump inhibition, Nile Red retention; S. cerevisiae Candida pump triplex; inhibition, % at 10 µM; actives 0.44% (n = 330,000);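 active means plate passing quality check with inhibition over a set limit, or well fluorescence over plate mean plus 4 SD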;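 further: Nile Red retained in pooled yeast measured as flow cytometry median fluorescence; 0% = buffer negative control and 100% = Enniatin B positive control; higher means more Nile Red kept so more efflux inhibition; some compounds called inactive have numbers as strong as hits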
AGP1-GFP MLPCN: modulators of TOR pathway AGP1-GFP in S. cerevisiae. actives 0.02% (n = 320,000). GFP response vs DMSO, % at 10 µM. S. cerevisiae AGP1-GFP multiplex flow cytometry, 3 h; GFP as percent of DMSO wells. AID 2066;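 active means GFP response relative to DMSO above a set limit, near screen average plus 3 SD, cut at about 150% in these data; inconclusive means fewer than 70 cells counted for the yeast strain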;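 further: median GFP channel fluorescence of the gated AGP1 strain per well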
CR mimetic SO: caloric restriction mimetics inhibiting age-related superoxide in yeast. S. cerevisiae aged cells, superoxide DHE fluorescence; stronger effect = lower value. superoxide response (% of plate mean), % at 10 µM. actives 0.18% (n = 330,000). AID 2690;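 active means superoxide response under a set limit, about three screen SD below normal, cut at about 65% in these data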;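 further: yeast aged for seven days with compound at 30 °C before DHE staining; 100% = average MFI of all compound-treated wells on the plate with controls excluded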
CIT2 TOR yeast: yeast TOR pathway CIT2-GFP modulation; S. cerevisiae CIT2-GFP strain, flow cytometry, 3 h; 100 means same as DMSO wells; GFP response vs DMSO, % at 10 µM; actives 0.065% (n = 320,000); AID 2029;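 active means GFP response relative to DMSO above a set limit, near the screen mean plus 3 SD, cut at about 150% in these data; inconclusive means Fewer than 70 cells measured for a yeast strain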;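 further: ratio of well median GFP fluorescence to mean of DMSO wells on the plate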
MEP2-GFP yeast: alters MEP2-GFP fluorescence in TOR pathway yeast screen. S. cerevisiae MEP2-GFP strain, flow cytometry GFP, 3 h; 100% = DMSO control level. GFP response vs DMSO, % at 10 µM. actives 0.51% (n = 330,000). AID 2016;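 active means GFP response versus DMSO above a set limit, roughly screen mean plus 3 SD, cut at about 180% in these data; inconclusive means fewer than 70 cells counted for a yeast strain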;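 further: median GFP fluorescence of the barcode-gated MEP2-GFP cells per well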
* = called active by the depositor; ? = inconclusive; . = not tested or not shown. The order is random; about 3.9% have a hit in one of these screens.

SMILES | RPL19A-GFP yeast | LAP4 TOR yeast | AHR activator | Efflux pump inh | AGP1-GFP MLPCN | CR mimetic SO | CIT2 TOR yeast | MEP2-GFP yeast
COc1ccccc1CN(C(=O)Cc1cccs1)C(C(=O)NC1CCCC1)c1ccncc1 (stereo not drawn) | 107.7 | 89.6 | 4.4 | 0.0 | 68.5 | 131.8 | 62.0 | 90.5
COc1ccc(N2C(=O)CC(N3CCN(c4ccc(Cl)cc4)CC3)C2=O)cc1 (stereo not drawn) | 91.0 | 82.5 | -1.7 | -0.8 | 88.7 | 97.0 | 94.7 | 98.0
CCN1CCN(C(=O)c2ccc(N3CC4CC(C3)c3cccc(=O)n3C4)c([N+](=O)[O-])c2)CC1 (stereo not drawn) | 99.2 | 99.5 | -0.5 | -0.1 | 116.0 | 91.9 | 99.8 | 104.0
O=C(N/N=C/c1ccccc1O)c1ccncc1 | 105.0 | 111.2 | 15.3 | 0.0 | 92.4 | 99.5 | 89.7 | 102.2
COCCNc1nnc(SCC(=O)N2CCN(S(=O)(=O)c3ccccc3)CC2)s1 | 100.8 | 94.9 | -1.1 | 0.0 | 97.9 | 91.8 | 103.1 | 105.0
Cc1nnnn1/C(=C\c1ccccc1)C(=O)OCC(=O)Nc1cccc(S(=O)(=O)N(C)C)c1 | 94.1 | 102.2 | 1.5 | -0.2 | 91.7 | 101.3 | 92.2 | 96.3
CC(=O)OC1c2ccccc2C(=O)N1Cc1ccccc1Cl (stereo not drawn) | 96.0 | 98.7 | 2.2 | 0.0 | 100.1 | 107.7 | 96.4 | 98.1
Cc1ccc(O)c(C(=O)c2cnn(-c3ccccc3)c2)c1 | 99.6 | 103.7 | 8.0 | -0.2 | 98.1 | 106.4 | 97.3 | 101.7
O=C(NCc1nnc(SCC(=O)N2CCOCC2)o1)c1cccs1 | 88.3 | 92.7 | -0.8 | 0.1 | 91.1 | 94.9 | 92.9 | 99.3
COc1ccc(N=C(C)C2=C(O)c3ccccc3C2=O)cc1 | 98.3 | 99.1 | -1.5 | 0.1 | 92.5 | 103.7 | 96.8 | 87.0
CCOC(=O)[C@@H]1[C@H]2COc3ccccc3[C@@H]2N2C(=O)N(c3cccc(C)c3)C(=O)[C@]12C | 100.1 | 108.3 | 0.0 | 0.0 | 87.0 | 95.9 | 75.3 | 92.5
O=C(/C=C(O)/C=C/c1ccc(O)cc1)/C=C/c1ccc(O)cc1 | 99.8 | 144.8 | -0.3 | 1.2 | 89.0 | 75.2 | 98.3 | 116.2
CC(=O)c1csc(COc2ccc(Cl)cc2)n1 | 99.0 | 114.9 | -8.7 | 0.0 | 108.0 | 102.2 | 100.6 | 99.6
COc1ccc(S(=O)(=O)Nc2ccc(NC(C)=O)cc2)cc1OC | 98.3 | 96.9 | 3.8 | 0.1 | 94.4 | 119.2 | 97.6 | 99.5
O=C(CSc1ccc(F)cc1)Nc1ccccc1Br | 94.2 | 101.8 | 3.0 | 0.4 | 89.1 | 89.4 | 83.5 | 93.9
N#Cc1nc(N)nc(N(c2ccccc2)c2ccccc2)n1 | 98.3 | 97.3 | 0.2 | -0.1 | 76.8 | 92.5 | 112.7 | 101.8
COc1ccc2nc3c(nc2c1)CCCC3 | 99.8 | 92.1 | 6.9 | 0.2 | 88.4 | 124.4 | 91.4 | 103.0
CCC(C)c1ccc(NC(=S)Nc2ccc(OC)cc2C)cc1 (stereo not drawn) | 104.9 | 103.3 | 0.0 | -0.1 | 106.7 | 108.7 | 105.8 | 110.3
Clc1ccc(-c2noc(CN(Cc3ccccn3)CC3CCCO3)n2)cc1 (stereo not drawn) | 100.7 | 110.6 | 9.0 | 0.1 | 104.5 | 75.5 | 106.2 | 106.1
Cc1cccc(NC(=O)c2ccc3c(c2)C(=O)N(Cc2cccnc2)C3=O)c1C | 95.5 | 92.0 | -0.7 | 0.0 | 86.1 | 94.8 | 98.3 | 81.6

Record cards, as listed above.
O=C(NCc1nnc(SCC(=O)N2CCOCC2)o1)c1cccs1 in the list: RPL19A-GFP yeast: 88.3; LAP4 TOR yeast: 92.7; AHR activator: -0.8; Efflux pump inh: 0.1; AGP1-GFP MLPCN: 91.1; CR mimetic SO: 94.9; CIT2 TOR yeast: 92.9; MEP2-GFP yeast: 99.3
Cc1cccc(NC(=O)c2ccc3c(c2)C(=O)N(Cc2cccnc2)C3=O)c1C in the list: RPL19A-GFP yeast: 95.5; LAP4 TOR yeast: 92.0; AHR activator: -0.7; Efflux pump inh: 0.0; AGP1-GFP MLPCN: 86.1; CR mimetic SO: 94.8; CIT2 TOR yeast: 98.3; MEP2-GFP yeast: 81.6

New compounds follow:
SMILES | RPL19A-GFP yeast | LAP4 TOR yeast | AHR activator | Efflux pump inh | AGP1-GFP MLPCN | CR mimetic SO | CIT2 TOR yeast | MEP2-GFP yeast
Cc1cccc(N2CCN(C(=O)c3ccc4c(c3)CCN4S(C)(=O)=O)CC2)c1C | 104.3 | 92.1 | -3.0 | 0.3 | 103.9 | 103.5 | 106.5 | 107.2
CC(=O)Nc1ccc(CN2CCC(CO)(CCOc3ccccc3)CC2)cc1 | 100.4 | 103.4 | 4.8 | -0.1 | 105.7 | 98.7 | 108.2 | 135.4
CCCCc1nc2ccc(S(=O)(=O)O)cc2[nH]1 | 106.6 | 96.6 | 0.3 | -0.1 | 107.6 | 87.6 | 109.1 | 104.3
O=C(OCc1cncs1)c1ccccc1 | 98.3 | 99.6 | 0.7 | 0.0 | 94.7 | 91.4 | 95.9 | 106.1
O=C(Nc1sc2c(c1C(=O)NCCO)CCCC2)c1ccco1 | ? | ? | 2.0 | 0.0 | ? | 100.2 | ? | ?
COc1ccc(CC(=O)OCC(=O)N(C)C2CCS(=O)(=O)C2)cc1OC (stereo not drawn) | 104.6 | 111.3 | 2.0 | 0.0 | 113.2 | 97.7 | 105.6 | 107.6
C[n+]1ccc(/C=C/c2ccccc2O)c2ccccc21 | 99.1 | 100.8 | 63.4* | -0.1 | 104.8 | 94.0 | 107.2 | 100.7
O=C(CCCN1CCC(C(=O)c2ccc(F)cc2)CC1)c1ccc(F)cc1 | 101.1 | 93.8 | -1.8 | 0.0 | 105.8 | 95.2 | 103.3 | 111.3
CCCNC(=O)c1c(N)n(-c2ccc3c(c2)OCO3)c2nc3ccccc3nc12 | 100.3 | 115.4 | 8.9 | -0.1 | 88.5 | 87.5 | 97.5 | 111.2
CC(C)(C)C(=O)OCc1cn(-c2ccccc2)nn1 | 101.4 | 105.8 | -2.1 | 0.0 | 106.0 | 97.1 | 99.0 | 104.6
CN1CCN(C(=S)NC(=O)c2ccco2)CC1 | 102.7 | 104.6 | 0.1 | 0.2 | 107.5 | 96.5 | 102.6 | 101.5
C/C1=C\CCC2C(/C=C(\C)CC1)OC(=O)C2CN1CCCCC1 (stereo not drawn) | 97.1 | 98.5 | 0.9 | -0.1 | 101.7 | 104.9 | 98.4 | 96.8
Cc1ccc(C#N)c(SCc2nnc(-c3ccc(Cl)cc3)o2)n1 | 90.3 | 92.3 | -8.0 | -0.2 | 87.1 | 103.3 | 88.3 | 98.5
CCOc1cccc(C2C(C(=O)c3ccco3)=C(O)C(=O)N2Cc2ccncc2)c1 (stereo not drawn) | 97.2 | 90.8 | -0.1 | 0.0 | 93.3 | 108.1 | 91.9 | 91.1
CC(C)(C)CC(=O)Nc1cc(S(=O)(=O)N2CCCCCC2)ccc1Cl | 98.8 | 95.3 | -0.4 | 0.1 | 97.9 | 101.9 | 96.6 | 98.6
Cc1ccccc1NCc1ccc([N+](=O)[O-])s1 | 95.4 | 95.3 | -2.4 | 0.0 | 97.0 | 91.8 | 91.4 | 105.0
O=C(CSc1nnc(SCc2ccc(Cl)cc2)s1)N/N=C/c1c(Cl)cccc1Cl | 100.2 | 103.0 | 0.5 | 0.1 | 102.2 | 111.4 | 108.0 | 110.4
Cc1ccc(C(=O)OCC(=O)NCCN2C(=O)CSC2=O)cc1[N+](=O)[O-] | 97.0 | 95.3 | -1.5 | -0.1 | 99.6 | 121.5 | 107.2 | 102.6
O=C(COC(=O)c1cc([N+](=O)[O-])ccc1NCCO)Nc1cccnc1Cl | 92.1 | 92.4 | -0.6 | 0.0 | 94.1 | 78.2 | 96.2 | 93.6
Cc1nn(-c2ccccc2)c(C)c1NC(=O)COC(=O)C1CC(=O)N(CCc2ccccc2)C1 (stereo not drawn) | 101.1 | 103.0 | 5.8 | 0.0 | 106.7 | 104.8 | 98.6 | 98.9
Cc1ccccc1-n1nnnc1SCC(=O)NC1CC1 | 105.8 | 101.7 | 0.1 | -0.1 | 105.4 | 98.4 | 111.6 | 107.2
CC(C)C(C)NC(=O)COc1ncnc2ccccc12 (stereo not drawn) | 100.0 | 101.5 | -1.2 | 0.0 | 101.7 | 97.1 | 98.0 | 100.0
CCOc1ccc(N2C(=O)CC(SC(=NC)Nc3ccc(F)cc3)C2=O)cc1 (stereo not drawn) | 93.0 | 92.5 | 15.6 | -0.1 | 91.8 | 96.3 | 86.3 | 96.0
CC(C)(C)[C@H]1COC(=O)[C@H](NC(=O)OCC2c3ccccc3-c3ccccc32)C/C=C\C[C@@H](CC(=O)N[C@H](CO)Cc2ccccc2)C(=O)N1 | 104.5 | 97.1 | 0.4 | 0.3 | 106.1 | 96.7 | 109.8 | 92.4
c1ccc2c(c1)nc(N1CCCCCC1)c1ccccc12 | 106.9 | 120.9 | -0.3 | 0.0 | 105.4 | 109.5 | 102.5 | 112.4
CCOc1cc2c(cc1OCC)C(C(=O)O)C(c1cc(OC)c(OC)c(OC)c1)N(C)C2=O (stereo not drawn) | 99.5 | 98.6 | -2.0 | -0.1 | 101.0 | 107.5 | 100.0 | 98.4
CCOc1ccc(/C=C/c2[nH]c(=O)[nH]c(=O)c2[N+](=O)[O-])cc1 | 102.1 | 102.8 | 0.4 | -0.1 | 101.4 | 99.5 | 105.4 | 113.4
CCOc1ccccc1NC(=O)CSc1nnc2ccc(-c3cccnc3)nn12 | 94.1 | 99.2 | 49.5* | 0.1 | 98.4 | 94.1 | 90.3 | 96.6
Cn1c(=O)c2c(nc(CN3CCN(C(=O)c4ccco4)CC3)n2Cc2cccc(Cl)c2)n(C)c1=O | 95.7 | 96.1 | 1.5 | 0.1 | 94.7 | 110.5 | 89.1 | 92.5
CCCOC(=O)Cc1c(O)c2ccccc2[nH]c1=O | 101.2 | 97.7 | 19.9 | -0.1 | 101.5 | 99.6 | 108.0 | 102.7
O=C(Nc1nc(-c2ccc(Cl)s2)cs1)c1ccncc1 | 99.8 | 105.7 | -1.6 | -0.2 | 101.0 | 93.8 | 106.6 | 105.5
Nc1nc(-c2ccc([N+](=O)[O-])cc2)c(C(=O)Nc2ccc(Cl)cc2)s1 | 94.2 | 103.7 | 8.2 | -0.1 | 100.6 | 79.1 | 100.1 | 94.1
CC1c2ccccc2SC(CCCN(C)C)c2ccccc21 (stereo not drawn) | 100.6 | 84.5 | -0.4 | -0.1 | 95.3 | 105.9 | 100.0 | 94.6
S=C(Nc1ccc(CN2CCCCC2)cc1)Nc1cccc(Cl)c1Cl | 108.2 | 87.7 | 4.1 | 0.0 | 93.1 | 96.4 | 99.8 | 101.3
O=C(COC(=O)CCC(=O)c1ccc(F)cc1)NC1CCCCC1 | 99.5 | 93.3 | 0.9 | 0.2 | 100.7 | 93.3 | 108.7 | 99.2
Cc1cccc(OCCCCNCc2ccccc2)c1 | 85.0 | 90.5 | 1.4 | 0.2 | . | 95.0 | 85.6 | 89.2
